# IL1B secr inh: qHTS for Inhibitors of Inflammasome Signaling: IL-1-beta AlphaLISA Primary Screen; THP-1 LPS/ATP IL-1B secretion, AlphaLISA, 16 h; active compounds read low; activity change, % at 57.5 µM; actives 4.7% (n = 360,000); AID 743279, 2014; in the data active = activity change below about -50%; inconclusive = mostly about -30% to -49%; note: % is set by controls: 0 for no effect and ±100 for the full control effect
#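 THP-1 cells pretreated 1 hr with compounds (up to 57.5 uM final), then stimulated with LPS (250 ng/mL final) plus ATP (1.25 mM final); secreted IL-1B measured by AlphaLISA after 16 hr, decreased signal indicating inhibition.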
# SW480 rereplic: A quantitative high throughput screen for small molecules that induce DNA re-replication in SW480 colon adenocarcinoma cells | SW480 DNA re-replication, Hoechst DNA content imaging, 48 h | Potency, µM (titrated, usually from 46.1 µM), for the others: top-dose re-replication activation, usual class: activators | actives 1.8% (n = 340,000); note: potency is the fitted concentration of half-maximal effect; % of control where 0% means no effect; nearly all actives have a fitted effect of over 55% in size
#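 250 cells/well; 23 nL cpd via pin tool; 48 hr, 37 C, 5% CO2; Hoechst 40 min; imager read of total nuclear intensity, ex 405/em 500-530 nm.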
# HT1080 IDH1KD tx: qHTS for induction of synthetic lethality in tumor cells producing 2HG: qHTS for the HT-1080-IDH1KD cell line | HT-1080 IDH1 knockdown viability, ATP luminescence, 48 h | Potency, µM (series often up to 46.1 µM), for the others: at the highest dose activity, negative = toxicity, actives largely listed as cytotoxic | actives 2% (n = 360,000) | AID 686971, 2013;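 note: potency is the fitted concentration of half-maximal effect; 0% = DMSO wells and -100% = cell-free medium wells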
#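 Viability of IDH1-knockdown HT-1080 fibrosarcoma cells was assessed by CellTiter-Glo after 48 h at 37 °C with titrated compound; concentration-effect curves were classified by fit quality and response size.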
# ATXN2 expr inh: Primary qHTS for Inhibitors of ATXN expression; actives 0.72% (n = 360,000); HEK-293 ATXN2-luciferase reporter, luminescence, 24 h; Potency, µM (doses to about 57 µM), for inactives: at the highest dose activity change, negative = inhibition, usual class: inhibitors; note: potency is the fitted concentration of half-maximal effect; % is set by controls: 0 for no effect and ±100 for the full control effect; nearly all actives have a fitted effect of over 55% in size
#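 ATXN2-luciferase reporter cells (luciferase flanked by upstream and downstream ATXN2 gene portions) were treated 24 h at 37 °C with compounds at up to 57 uM. SteadyGlo luminescence gave expression; GF-AFC fluorescence gave viability.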
# HepG2 tox: qHTS for Inhibitors of TGF-b: Cytotox Counterscreen; AID 588856, 2011; Potency, µM (doses to about 46.1 µM), for the others: at the top dose activity change, negative = cytotoxicity, actives largely listed as cytotoxic; actives 0.76% (n = 410,000); HepG2 CAGA-GFP viability, ATP luminescence, 18 h; note: potency is the fitted concentration of half-maximal effect; some results filed as inactive show a strong effect at the top dose
#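 HepG2 CAGA-GFP cells (1000/well, DMEM with 1% FBS) received compound, then TGF-beta at 500 pg/mL final, and were incubated 18 hours at 37 degrees C. Viability was read by CellTiter-Glo luminescence. Media-only wells were set as complete cell-killing and DMSO as no toxicity.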
# KB-3-1 tox: qHTS assay for MDR1-selective chemotherapeutics: Primary screen using the parental adenocarcinoma cell KB-3-1. KB-3-1 viability, CellTiter-Glo ATP luminescence, 72 h. Potency, µM (highest dose often 46.1 µM), inactives show top-dose activity change, negative = cytotoxic, usual class: cytotoxic. actives 1.4% (n = 400,000); note: potency is the fitted concentration of half-maximal effect; % is set by controls: 0 for no effect and ±100 for the full control effect; nearly all actives have a fitted effect of over 60% in size
#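 Screening of KB-3-1 cells (DMEM, 10% FBS, phenol-red free) ran from lowest to highest compound concentration; after 72 h at 37 °C viability was read luminescently and curves fitted.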
# HT1080-NT tox: qHTS for induction of synthetic lethality in tumor cells producing 2HG: qHTS for the HT-1080-NT fibrosarcoma cell line | HT-1080-NT fibrosarcoma viability, CellTiter-Glo ATP luminescence, 48 h | Potency, µM (doses to about 46.1 µM), inactives show at the top dose activity, negative = less viability, actives largely listed as cytotoxic | actives 1.6% (n = 360,000);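 note: NT is the 2HG producing partner of a matched IDH1 knockdown line; potency is the fitted concentration of half-maximal effect; 0% = DMSO-treated cells and -100% = media-only wells without cells; nearly all actives have a fitted effect of over 55% in size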
#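 A 48-hour cytotoxicity screen used HT-1080-NT cells plated 2 hours before compound delivery. ATP-based CellTiter-Glo luminescence measured viability, normalized to DMSO and no-cell controls.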
# MCF10A rerep: A quantitative high throughput screen for small molecules that induce DNA re-replication in MCF 10a normal breast cells; MCF 10A DNA re-replication, Hoechst nuclear intensity, 48 h; Potency, µM (top dose mostly 46.1 µM), for inactives: at the top dose activity, positive = re-replication, usual class: activators; actives 2.9% (n = 350,000); AID 624296, 2012; note: potency is the fitted concentration of half-maximal effect; % of control where 0% means no effect; nearly all actives have a fitted effect of over 50% in size
# ATXN viability: Viability Counterscreen for Primary qHTS for Inhibitors of ATXN expression | Potency, µM (highest dose often 56.7 µM), most hits filed as cytotoxic | actives 0.49% (n = 400,000) | S2 cells (HEK-293 line with an ATXN2-luciferase reporter) viability, CellTiter-Fluor protease fluorescence, 24 h | AID 651635, 2014; note: potency is the fitted concentration of half-maximal effect; nearly all actives have a fitted effect of over 40% in size
# An asterisk follows results filed as active; i = inactive; ? = inconclusive; . = not tested or not shown; [ ] = remark or other dose. Unless noted, calls come from the whole dose curve; as a rule, active = well fitted curve in the direction sought with a large enough effect; inconclusive = small, poorly fitted or top-dose-only effect, or another doubt; inactive = no such curve, though single readings can be large; an effect the other way counts as inactive or inconclusive.
# Codes: A = IL1B secr inh; B = SW480 rereplic; C = HT1080 IDH1KD tx; D = ATXN2 expr inh; E = HepG2 tox; F = KB-3-1 tox; G = HT1080-NT tox; H = MCF10A rerep; I = ATXN viability
CCOc1ccccc1C(=O)N1CCC(n2nnc3cc(C(F)(F)F)ccc32)CC1
  A: 0	B: 7%	C: -7%	D: -8%	E: -30%	F: -13%	G: 0%	H: 7%	I: i
COc1ccc(C(=O)NC2CC2)cc1OC1CCN(Cc2cnn(C)c2)CC1
  A: i	B: -30%[inhibitor]	C: 5%	D: 8%	E: -8%	F: -1%	G: 1%	H: -4%	I: i
COc1cccc(/C=N/Nc2cc(-n3nc(C)cc3-c3ccccc3)ncn2)c1O
  A: 58	B: ?	C: ?	D: ?	E: -61%	F: ?	G: ?	H: 3.7µM*	I: ?
CCOC(=O)c1[nH]c2ccccc2c1NC(=O)c1ccc(S(=O)(=O)N(C)C)cc1
  A: 0	B: 0%	C: 4%	D: 3%	E: -5%	F: 0%	G: -1%	H: 2%	I: i
COc1ccc(CNC(=O)c2c(N)n(CCCN3CCOCC3)c3nc4ccccc4nc23)cc1
  A: -18	B: 2.6µM*	C: ?	D: ?	E: -115%	F: -20%	G: ?	H: ?	I: i
O=C(OCc1cccc([N+](=O)[O-])c1)c1ccc[nH]c1=O
  A: 4	B: -12%	C: 13%	D: -3%	E: 4%	F: 0%	G: 26%	H: -11%	I: i
CN(C)c1ccc(/C=N/N=C(N)N)cc1[N+](=O)[O-]
  A: ?	B: -2%	C: -29%	D: ?	E: -31%	F: ?	G: 2%	H: 16%	I: i
O=c1c2ccccc2c(/C=N/n2cnnc2)c(O)n1-c1ccccc1F
  A: 14	B: 13%	C: -17%	D: 0%	E: -4%	F: 0%	G: 0%	H: -1%	I: .
Cc1ccc(N(C(=O)CCCC(=O)Nc2ccccn2)C(C(=O)NC2CCCC2)c2ccc(O)cc2)cc1C (stereo unspecified)
  A: -75*	B: ?	C: -1%	D: 0%	E: 0%	F: -15%	G: -2%	H: -1%	I: i
CSc1ccc(-c2nc3cnccn3c2Nc2ccc3c(c2)OCO3)cc1
  A: 86	B: 7%	C: ?	D: 5%	E: -36%	F: ?	G: ?	H: 5.8µM*	I: i
Cc1cccc(N(Cc2cc3cc(C)ccc3[nH]c2=O)C(=O)c2cccs2)c1
  A: 11	B: -1%	C: 5%	D: .	E: -25%	F: -19%	G: -1%	H: 10µM*	I: i
O=C(NCCNc1ccccc1[N+](=O)[O-])c1ccccc1F
  A: -9	B: -4%	C: 5%	D: .	E: 2%	F: 0%	G: 10%	H: 0%	I: i
CCOC(=O)c1c(COc2ccccc2)oc2ccc(O)cc12
  A: 18	B: -8%	C: -24%	D: -6%	E: -36%	F: 12%	G: -21%	H: -3%	I: i
Nc1nc(-c2ccccc2)nc2sc3c(c12)CCCC3
  A: -25	B: ?	C: -10%	D: 173%[activator]	E: -30%	F: -13%	G: -4%	H: ?	I: i
Cc1nn(-c2cccc(Cl)c2)c2nc(C(F)(F)F)[nH]c(=O)c12
  A: 3	B: -4%	C: ?	D: ?	E: -21%	F: -4%	G: ?	H: ?	I: ?

# Overlap with the part before: 2 compounds, followed by the next part.
# Codes: A = IL1B secr inh; B = SW480 rereplic; C = HT1080 IDH1KD tx; D = ATXN2 expr inh; E = HepG2 tox; F = KB-3-1 tox; G = HT1080-NT tox; H = MCF10A rerep; I = ATXN viability
Nc1nc(-c2ccccc2)nc2sc3c(c12)CCCC3
  A: -25	B: ?	C: -10%	D: 173%[activator]	E: -30%	F: -13%	G: -4%	H: ?	I: i
Cc1nn(-c2cccc(Cl)c2)c2nc(C(F)(F)F)[nH]c(=O)c12
  A: 3	B: -4%	C: ?	D: ?	E: -21%	F: -4%	G: ?	H: ?	I: ?
Cn1c(=O)c2c(-c3ccccc3)n(-c3ccccc3Br)cc2n(C)c1=O
  A: -1	B: .	C: -23%	D: ?	E: 12%	F: -27%	G: -29%	H: .	I: ?
Cc1ccccc1NC(=O)COC(=O)c1ccc2nc(C)c(C)nc2c1
  A: 5	B: -1%	C: 6%	D: 3%	E: 3%	F: 14%	G: 0%	H: -5%	I: i
CCCCn1c(CNC(=O)C23CC4CC(CC(C4)C2)C3)nnc1SCC(=O)Nc1nnc(C)s1
  A: 36	B: 14%	C: 1%	D: -2%	E: -16%	F: 15%	G: -3%	H: -23%	I: i
CC(C)C(NC(=O)c1c(F)cccc1F)C(=O)N1CCN(S(=O)(=O)c2ccc(F)cc2)CC1 (stereo unspecified)
  A: 10	B: -16%	C: -1%	D: -4%	E: 6%	F: -8%	G: 2%	H: 0%	I: i
Cc1ccc2cc3cc(C(=O)NC4CCCCC4)oc3nc2c1
  A: -6	B: -6%	C: 0%	D: .	E: -1%	F: 0%	G: 15%	H: 0%	I: i
O=C(Nc1ccc2c(c1)OCCO2)c1ccc(Cl)c(S(=O)(=O)N2CCCCC2)c1
  A: ?	B: 0%	C: -27%	D: 10%	E: -20%	F: ?	G: -11%	H: 12%	I: i
O=C(NC1CCCCC1)C(c1cccnc1)N(C(=O)c1csnn1)c1ccc(F)cc1 (stereo unspecified)
  A: 22	B: -6%	C: 3%	D: -10%	E: -21%	F: 8%	G: 17%	H: -2%	I: i
CC(=O)OCc1cnc(C)c2oc(=O)c(C(=O)Nc3cccc(F)c3)cc12
  A: .	B: .	C: .	D: -2%	E: -1%	F: 11%	G: .	H: .	I: i
O=C(Cc1cn2ccsc2n1)Nc1ccccn1
  A: -3	B: -5%[9.22 µM]	C: 5%	D: -5%	E: -27%	F: 1%	G: 0%	H: -2%	I: i
CCc1ccc(NC(=O)C2CCCN2S(=O)(=O)c2ccc3c(c2)CCCC(=O)N3)cc1 (stereo unspecified)
  A: .	B: .	C: .	D: 6%	E: -33%	F: 0%	G: .	H: .	I: i
O=[N+]([O-])c1cccc(/C=C/c2ccccn2)c1
  A: -30	B: 6%	C: -14%	D: -23%	E: -32%	F: ?	G: -7%	H: 2%	I: i
Cc1cc2ccccc2n2c(SCC(=O)NCc3cccs3)nnc12
  A: 17	B: 0%	C: -6%	D: 21%	E: 10%	F: 29%	G: 0%	H: ?	I: i
CCCNS(=O)(=O)c1ccc(CCC(=O)N2CCCC2)cc1
  A: -6	B: -3%	C: -3%	D: -26%	E: -14%	F: -3%	G: -3%	H: -5%	I: i
O=C1CSC2(C(=O)N(Cc3cccc(F)c3)c3ccccc32)N1c1cccc(C(F)(F)F)c1 (stereo unspecified)
  A: .	B: .	C: .	D: ?	E: -39%	F: ?	G: .	H: .	I: ?
C=CCNC(=O)c1cnc2n(c1=O)CCS2
  A: -7	B: -3%	C: 0%	D: -5%	E: 4%	F: 4%	G: 0%	H: 13%	I: i
Cc1ccc(S(=O)(=O)CCC(=O)Nc2nc3c(s2)CCCC3)cc1
  A: 28	B: 10%	C: -18%	D: 27%	E: 3%	F: ?	G: -29%	H: 0%	I: i
CCCCN1C=C(C(=O)OC)C(c2ccccc2C(F)(F)F)C(C(=O)OC)=C1
  A: 4	B: 9.2µM*	C: 15%	D: 10%	E: -2%	F: 2%	G: 10%	H: 2.9µM*	I: i
CC1CCN(c2oc(-c3ccco3)nc2S(=O)(=O)c2ccccc2)CC1
  A: -53*	B: 0%	C: -27%	D: 7%	E: -12%	F: -3%	G: -23%	H: 6%	I: i
O=c1c2ccccc2oc2ccc(NCCCN3CCOCC3)cc12
  A: -53*	B: 2%	C: -12%	D: 1%	E: -23%	F: 23%	G: -2%	H: -14%	I: i
CCCCn1c(SCC(=O)N2CCN(c3ccccc3)CC2)nc2ccsc2c1=O
  A: -23	B: 16%	C: ?	D: ?	E: -8%	F: 7%	G: ?	H: ?	I: i
COc1ccc(C(c2nnnn2Cc2ccccc2)N2CCN(c3nc4ccccc4s3)CC2)cc1 (stereo unspecified)
  A: -10	B: 16%	C: -5%	D: -7%	E: 4%	F: 0%	G: -2%	H: 11%	I: ?
O=c1ccc(Oc2nc(N3CCCCC3)nc(N3CCCCC3)n2)n[nH]1
  A: 2	B: -15%	C: ?	D: 4%	E: -18%	F: 4%	G: -12%	H: 9%	I: i
COc1cc(C(=O)N/N=C/c2sccc2C)cc(OC)c1OC
  A: 79	B: 1.2µM*	C: 0.26µM*	D: -6%	E: -2%	F: 0.65µM*	G: 0.52µM*	H: ?	I: ?
CCS(=O)(=O)c1ccc(O)c(Nc2cc(C)nc(SC)n2)c1
  A: .	B: .	C: .	D: -1%	E: -11%	F: -3%	G: .	H: .	I: i
COc1cccc(/C=N/Nc2nccnc2Cl)c1O
  A: 111	B: 0.26µM*	C: ?	D: 5.6µM*	E: 11µM*	F: ?	G: ?	H: 5.8µM*	I: ?
COc1cc(NC(C)CCc2ccccc2)cc(OC)c1OC (stereo unspecified)
  A: -7	B: 8%	C: -5%	D: 2%	E: -4%	F: -8%	G: 1%	H: ?	I: i
CCNC(=O)C1(C)CCCN(C(=O)c2ccc(F)c(C)c2)C1 (stereo unspecified)
  A: 23	B: .	C: 21%	D: 14%	E: -5%	F: 0%	G: ?	H: .	I: i
Nc1nc2c(ccc3ccccc32)s1
  A: -2	B: 12%	C: 0%	D: .	E: 5%	F: 9%	G: 3%	H: 8%	I: i
N#C/C=C1/NC(=O)c2ccccc2S1
  A: 41	B: -4%	C: -15%	D: 5%	E: 15%	F: -2%	G: -10%	H: ?	I: i
COc1ccc(-n2nnnc2-c2nc3ccccc3s2)cc1
  A: 0	B: .	C: -24%	D: 24%	E: 32%	F: 0%	G: ?	H: ?	I: ?
CC(=O)NCCC(=O)Nc1cc(S(=O)(=O)N2CCOCC2)ccc1Oc1ccc(F)cc1
  A: -8	B: -129%[inhibitor]	C: 0%	D: 17%	E: 13%	F: 11%	G: 12%	H: -3%	I: i
